CHO parental Ca = counter-screen for OX1R antagonists: effect in parental CHO cells; parental CHO-K1, ATP-induced calcium, Fluo-8 fluorescence; hit rate 0.63% among 330,000; inhibition, % at 5.6 µM;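 active means inhibition above that plate's mean sample inhibition plus 3 SD, cut at about 26% in these data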;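 further: 0% = ATP-challenged DMSO wells and 100% = DMSO wells without ATP; some compounds past the cut are filed as inactive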
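Measured by: calcium-sensitive Fluo-8 fluorescence / Test system: CHO parental line / Controls: ATP-challenged DMSO wells low, unchallenged DMSO wells high / Measure: % inhibition / Compound: single nominal dose of 5.6 µM per compound / Replicates: single well per compound, no replicates / Reagent: ATP as calcium-mobilizing challenge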
OXTR potentiator = potentiators of human oxytocin receptor; P30559; CHO-OTR cells, Fluo-8 calcium fluorescence, potentiator mode; 0% = oxytocin EC15, 100% = EC100; activation, % at 3 µM; hit rate 0.061% among 320,000;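 active means activation above that plate's cutoff, the mean activation of tested compounds plus 3 SD, cut at about 6.6% in these data, passing the limit was not always enough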;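 further: 100% uses oxytocin at 75 nM as the full agonist control; some results filed as inactive read as strong as hits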
Target sequence (P30559 whole entry, looked up): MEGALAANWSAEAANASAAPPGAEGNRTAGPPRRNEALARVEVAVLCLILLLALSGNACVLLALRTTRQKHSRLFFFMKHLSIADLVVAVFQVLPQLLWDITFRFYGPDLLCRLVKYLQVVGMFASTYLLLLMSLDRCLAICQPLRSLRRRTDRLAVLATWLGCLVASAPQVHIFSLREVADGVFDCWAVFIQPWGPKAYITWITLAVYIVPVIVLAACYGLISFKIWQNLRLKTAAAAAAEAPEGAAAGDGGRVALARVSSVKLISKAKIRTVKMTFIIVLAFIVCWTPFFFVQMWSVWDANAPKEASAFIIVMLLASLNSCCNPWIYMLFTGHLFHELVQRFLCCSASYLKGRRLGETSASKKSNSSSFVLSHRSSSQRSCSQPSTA
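Assay system: CHO cell line stably expressing human OTR. Reagent: EC15 oxytocin agonist. Dosing: single dose, 3.0 µM nominal final compound concentration. Timing: compound 6 min at room temperature before oxytocin, 100 s read. Signal: kinetic Fluo-8 calcium fluorescence. Controls: oxytocin EC15 low and EC100 high.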
TAAR1 ag = agonists of human TAAR1; Q96RJ0; hit rate 0.99% among 360,000; activation, % at 3 µM; CHO RD-HGA16 TAAR1, Fluo-8 calcium fluorescence; vehicle wells 0%, saturating PEA agonist 100%;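 active means activation above the mean activation of all test compounds in the run plus 3 SD, cut at about 38% in these data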
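Signal – calcium-sensitive Fluo-8 signal, excitation 470-495, emission 515-575 nm · System – RD-HGA16 (CHO) cells co-expressing Gα16 and hTAAR1 · Incubation – 17-24 h seeding, 75 min 37 °C dye, 30 min RT · Compound dosing – 3 µM single concentration · Repeats – no replicates (n 1)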
CHO-K1 Ca PAM = M1 PAM counterscreen hit in parental CHO-K1 cells; ATP EC20, Fluo-8 calcium fluorescence; 0% at ATP EC20, 100% at ATP max; activation, % at 3 µM; hit rate 0.02% among 360,000;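 active means activation above the run cutoff, the mean activation of all test compounds plus 3 SD, cut at about 40% in these data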;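 further: peak over basal fluorescence ratio in a 140 s read after ATP addition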
CHRM1 agonist = agonists of human M1 muscarinic receptor | CHO-K1 hM1, Fluo-8 calcium fluorescence, agonist mode; 0% DMSO, 100% acetylcholine EC100 | activation, % at 3 µM | P11229 | hit rate 0.33% among 360,000 | AID 588814;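 active means activation above the run's mean compound activation plus 3 SD, cut at about 16% in these data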;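 further: peak over basal fluorescence ratio within a 140 s kinetic read after compound addition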
Target sequence (P11229 whole entry, looked up): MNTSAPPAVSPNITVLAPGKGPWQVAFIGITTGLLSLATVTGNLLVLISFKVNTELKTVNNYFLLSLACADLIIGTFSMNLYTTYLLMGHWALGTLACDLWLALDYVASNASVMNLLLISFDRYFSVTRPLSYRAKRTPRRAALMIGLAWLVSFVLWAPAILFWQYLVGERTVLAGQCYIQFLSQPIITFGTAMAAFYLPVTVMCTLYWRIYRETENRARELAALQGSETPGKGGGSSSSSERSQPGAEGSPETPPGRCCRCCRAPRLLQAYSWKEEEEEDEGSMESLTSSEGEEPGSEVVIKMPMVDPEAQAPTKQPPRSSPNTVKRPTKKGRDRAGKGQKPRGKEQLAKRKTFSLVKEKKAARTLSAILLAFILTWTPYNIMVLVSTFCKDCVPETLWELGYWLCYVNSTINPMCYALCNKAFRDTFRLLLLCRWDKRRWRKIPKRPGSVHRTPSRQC
TAAR1 antag = antagonists of human TAAR1; Q96RJ0; CHO RD-HGA16 TAAR1, Fluo-8 calcium fluorescence, antagonist; inhibition, % at 3 µM; hit rate 1.5% among 360,000; AID 624466;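 active means inhibition above a per-plate cutoff, the mean inhibition of test compounds on that plate plus 3 SD, cut at about 49% in these data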;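 further: 0% = DMSO plus EC80 beta-PEA response and 100% = DMSO alone without agonist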
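Test system – hTAAR1-expressing CHO RD-HGA16 cells, Gα16-coupled · Reagent – β-PEA at EC80 concentration, post-compound challenge · Compound dosing – 3 µM, single point · Timing – 140 s kinetic read after compound, 140 s after agonist · Detection – Fluo-8 intracellular calcium dye fluorescence, real-time kinetic reads · Control set – DMSO and EC80 PEA controls · Repeats – n of 1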
CHRM1 antagonist = human CHRM1 antagonism; P11229; inhibition, % at 3 µM; CHO-K1 hM1, Fluo-8 calcium fluorescence, ACh EC80 antagonist; hit rate 1.3% among 360,000; AID 588852;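 active means percent inhibition above its own plate's cutoff, namely the mean of that plate's compound wells plus 3 SD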;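 further: peak over basal fluorescence ratio during 140 s after agonist addition; 0% = ACh EC80 plus DMSO and 100% = DMSO alone without agonist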
CHO-K1 Ca antag = nonselective inhibitor or artifact in parental CHO-K1 cells; ATP-induced calcium, Fluo-8 fluorescence; inhibition, % at 3 µM; hit rate 0.6% among 360,000; AID 602250;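 active means inhibition above a per-plate cutoff, the plate's mean sample inhibition plus 3 SD, cut at about 24% in these data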;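 further: 0% = DMSO plus EC80 ATP and 100% = DMSO alone without ATP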
CHO-K1 Ca ag = nonselective activator or artifact in parental CHO-K1 cells | Fluo-8 calcium fluorescence; scaled to maximal ATP response, vehicle zero | activation, % at 3 µM | hit rate 0.48% among 360,000; in the data active means activation above about 15%;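 further: untransfected CHO-K1 host cells lacking M1 receptor as counterscreen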
An asterisk follows results filed as active; . = not tested or not shown.

SMILES | CHO parental Ca | OXTR potentiator | TAAR1 ag | CHO-K1 Ca PAM | CHRM1 agonist | TAAR1 antag | CHRM1 antagonist | CHO-K1 Ca antag | CHO-K1 Ca ag
CC(C)C(=O)Nc1nc2c(ncn2C2CC(O)C(CO)O2)c(=O)[nH]1 (stereo not given) | 8 | -2 | -1 | 23 | -2 | 8 | -8 | -8 | 1.8
COc1ccc(CN(C(=O)c2oc3ccc(F)cc3c2C)C2CCS(=O)(=O)C2)cc1 (stereo not given) | -25 | -7 | 8 | -5 | -1 | 7 | 25 | -1 | 3.0
COc1cc(OC)cc(-c2c(-c3ccsc3)c3cc(Br)ccc3n2C)c1 | 2 | -5 | 19 | -18 | 6 | -3 | -5 | 8 | -0.2
O=C(c1cccc(S(=O)(=O)NCc2ccccc2)c1)N1CCN(c2ccccc2Cl)CC1 | . | . | 5 | -19 | -3 | 36 | 11 | 2 | 1.6
O=S1(=O)CCN2C(c3ccc4c(c3)CCCC4)=CSC2=N1 | -9 | -6 | 7 | -6 | -3 | -33 | 2 | 12 | 0.3
CCN(CC)CCNCC(O)(c1ccc(Cl)cc1)c1ccc(Cl)cc1 | -24 | -28 | 7 | -6 | -13 | 5 | 51* | 1 | 1.6
O=c1c2c3nc4ccccc4nc3n(Cc3ccccc3)c2ncn1Cc1ccco1 | . | . | 2 | 6 | -3 | -5 | -5 | -3 | 0.8
COc1ccc(OC)c(/C=C/C(=O)OCC(=O)Nc2ccc3c(c2)OCCO3)c1 | 1 | -7 | -1 | 26 | -2 | -10 | -10 | -7 | 1.7
O=S(=O)(c1ccc2c(c1)OCCO2)N(Cc1ccc(F)cc1)Cc1nnc(-c2cccs2)o1 | -2 | -12 | 4 | 11 | -1 | 32 | -2 | -9 | 1.9
CCCc1cc(C(=O)OC)c(NC(=O)c2cc(C)on2)s1 | -1 | -9 | 6 | 10 | -2 | -24 | -7 | -8 | 0.5
Cc1oc2c(c1C(=O)NCCCC(=O)O)CCCC2 | -2 | -6 | 8 | 6 | 1 | -5 | -17 | -29 | 0.2
C/C(=N\NC(=S)NCc1ccccc1)c1ccc(C)o1 | 1 | -6 | 0 | 6 | -4 | -18 | 1 | -8 | 2.6
COc1ccc(OC)c(NC(=O)CSc2nc(=O)n(Cc3ccccn3)c3c2CCC3)c1 | -28 | 3 | -1 | 1 | -7 | -20 | 11 | 8 | 0.1
C/C(CC(=O)Nc1ccc(N(C)C)cc1)=N\NC(=O)c1ccc([N+](=O)[O-])cc1 | . | . | 0 | -21 | -3 | -4 | -8 | 10 | 0.1
CCSc1nnc(NC(=O)c2ccc(C)o2)s1 | -16 | -1 | 3 | 3 | -1 | 1 | -6 | -8 | 0.3
COC(=O)[C@]1(Cc2ccccc2)N[C@H](CN(C)C(=O)Nc2ccc(F)cc2)[C@@H]2C(=O)N(C)C(=O)[C@@H]21 | -16 | 0 | 10 | 20 | -1 | -8 | -17 | -15 | 0.2
CCOC(=O)c1cc2c(nc1N)CC(C)(CC)OC2 (stereo not given) | -6 | -12 | 9 | -4 | -1 | 3 | -15 | 6 | -0.1
O=C(O)c1cccc(NC(=S)N/N=C/c2ccccc2OCc2cccc(Br)c2)c1 | . | . | -1 | 21 | -13 | -12 | -6 | -3 | -0.7
O=C(NCC1CCCO1)C(C(=O)c1ccccc1)n1ccccc1=O (stereo not given) | -5 | -3 | 13 | -4 | -3 | -5 | 0 | 10 | -0.1
COCCN(C(=O)c1ccccc1OC1CCN(S(C)(=O)=O)CC1)C(C)C | -10 | -15 | 0 | -9 | -10 | 16 | -5 | -10 | 0.1
Cc1cccc2cc(C#N)c(NCCNS(=O)(=O)c3ccccc3)nc12 | -16 | 1 | 2 | 15 | -4 | -25 | 1 | -8 | 1.0
CS(=O)(=O)N(CC(=O)N1CCOCC1)c1ccc2c(c1)OCO2 | 2 | -14 | -1 | 11 | -1 | -16 | -10 | -3 | 0.3
NC(=O)C1(c2ccccc2)CCCN1C(=O)c1ccc(Br)cc1 (stereo not given) | 3 | 5 | 1 | 12 | -4 | -5 | -9 | -15 | 0.6
Cn1ccnc1SCCNC(=O)C1CCC(=O)N(Cc2ccc(Cl)cc2)C1 (stereo not given) | -15 | 4 | 2 | 9 | -1 | -6 | -8 | -11 | 0.1
O=C(NC(Cc1ccccc1)C(=O)NC1CC1)OCc1ccccc1 (stereo not given) | -9 | -17 | 6 | -4 | -3 | -5 | 8 | 0 | 0.1
O=c1c(Cc2c(F)cccc2Cl)c(O)ccn1CCc1ccccn1 | -8 | 0 | 2 | -11 | -5 | -11 | -11 | -7 | 0.2
Cc1ccnc(NS(=O)(=O)c2ccc(NC(=O)c3ccc4c(c3)OCCO4)cc2)n1 | 10 | -15 | 0 | -7 | 0 | -7 | -2 | -12 | -0.1
COc1ccc2[nH]c3c(c2c1)CCN1C(=O)C(CC(=O)NCCCn2ccnc2)C[C@H](C(=O)N2CCOCC2)[C@@]31C (stereo not given in full) | 0 | . | 2 | -12 | -2 | 0 | -5 | 3 | -0.2
COc1ccc(C/C(C)=N/Nc2nc(C)cc(=O)[nH]2)cc1 | -11 | 1 | -2 | 8 | -4 | 13 | -7 | -7 | 0.1
CC(C)CC1C(=O)N(Cc2cn(CCC3OCCCO3)nn2)CCS(=O)(=O)N1Cc1ccc(-c2ccc(Cl)nc2)cc1 (stereo not given) | . | . | 15 | 13 | -1 | 40 | 0 | 1 | 5.3

Just CHRM1 antagonist (three entries from above):
Compound,CHRM1 antagonist
O=c1c(Cc2c(F)cccc2Cl)c(O)ccn1CCc1ccccn1,-11
Cc1ccnc(NS(=O)(=O)c2ccc(NC(=O)c3ccc4c(c3)OCCO4)cc2)n1,-2
COc1ccc2[nH]c3c(c2c1)CCN1C(=O)C(CC(=O)NCCCn2ccnc2)C[C@H](C(=O)N2CCOCC2)[C@@]31C (stereo not given in full),-5

New compounds follow
SMILES | CHO parental Ca | OXTR potentiator | TAAR1 ag | CHO-K1 Ca PAM | CHRM1 agonist | TAAR1 antag | CHRM1 antagonist | CHO-K1 Ca antag | CHO-K1 Ca ag
COc1cccc(NC(=O)Cn2c(=O)n(-c3ccccc3)c(=O)c3oc4ccccc4c32)c1 | -4 | -3 | 4 | 2 | -2 | 15 | -8 | 5 | 0.8
CCN(CC)S(=O)(=O)c1ccc(NC(=O)c2cc(C(=O)OC)cc([N+](=O)[O-])c2)cc1 | -16 | -2 | 2 | 18 | -7 | 5 | -7 | -10 | 1.3
CN1C(C(=O)NCc2ccco2)=CC(c2ccc(F)cc2)=NS1(=O)=O | -5 | -2 | -1 | 1 | 0 | 10 | -9 | -12 | 0.6
CC(C)Sc1nc(SCC(=O)O)c2c3c(sc2n1)COC(C)(C)C3 | 1 | -2 | 1 | 15 | -2 | 5 | -12 | -17 | 0.7
CCN(CC)c1ccc(C=Nc2cccc(S(=O)(=O)N3CCOCC3)c2)c(O)c1 | -15 | 0 | 11 | 12 | -8 | 4 | -12 | -7 | 0.4
C#CCOCCOCCOCCNc1nc(N2CCN(C(=O)Cn3cc(CC(C)O)nn3)CC2)nc(N2CCN(C(=O)[C@H](C)n3cc(CCC(=O)O)nn3)CC2)n1 (stereo not given in full) | . | . | 8 | -3 | -3 | 2 | -6 | 8 | 8.5
c1ccc(-c2nnn(C34CC5CC(CC(C5)C3)C4)n2)cc1 | -15 | -1 | 26 | 4 | -1 | -3 | -11 | 3 | 1.1
N#C/C(=C\c1ccccc1)c1nc2ncccc2[nH]1 | -8 | 0 | 9 | 1 | -2 | 1 | 20 | -4 | 0.6
Cc1cc(C)n2nc(SCC(=O)N3CCN(c4ccccc4)CC3)nc2n1 | -12 | -3 | 1 | 11 | -4 | -13 | -3 | -12 | 0.5
COC(=O)c1cc(C(=O)OCC(=O)N2CCCCC2)cc([N+](=O)[O-])c1 | -7 | -1 | 0 | -9 | -1 | -4 | -13 | 4 | -0.1
CC(C)Cn1cc(-c2cccc3nccn23)cn1 | . | . | 0 | 14 | -5 | -4 | -7 | -14 | 0.5
CCN(CC)CCN1C(=O)C(=O)/C(=C(/O)c2ccc(F)cc2)C1c1cccnc1 (stereo not given) | 0 | -1 | 2 | -12 | -5 | 15 | 0 | 17 | -0.4
CCCOc1ccc(-c2nc(=S)[nH][nH]2)cc1 | 3 | 0 | 2 | 5 | -3 | -10 | 4 | 1 | 0.7
CN(C(=O)COC(=O)/C=C/c1cn(-c2ccccc2)nc1-c1ccc2c(c1)OCCO2)C1CCS(=O)(=O)C1 (stereo not given) | 6 | -16 | 4 | -12 | 5 | 23 | 4 | -11 | 1.7
C=CC(n1cncn1)C(O)(c1ccccc1)c1ccccc1 (stereo not given) | -12 | 0 | 0 | 2 | -7 | 1 | 1 | -8 | -1.0
Nc1ccc2nc3c(=O)n(C4CCCCC4)c(=O)[nH]c3nc2c1 | 39* | -8 | 88* | -12 | 100* | 33 | 29 | 30* | 95*
C#CCN(C[C@H]1[C@H](OC(=O)NC2CC2)[C@H](OC(=O)NC2CC2)C[C@H]2C(=O)N(c3ccccc3)C(=O)[C@@H]12)S(=O)(=O)c1ccc(C)cc1 | . | . | 4 | -7 | -2 | 5 | -5 | 23 | 3.4
O=C(Nc1ccc(Cl)cc1)C1CCCN(C2=NS(=O)(=O)c3ccccc32)C1 (stereo not given) | -14 | 2 | 1 | 8 | -6 | -7 | -8 | -11 | 1.3
CCN(CC)C(=O)c1oc2ccc(S(=O)(=O)N3CC(C)CC(C)C3)cc2c1C (stereo not given) | 41* | -11 | 6 | -24 | -5 | -1 | 16 | 20 | 9.8
CCOc1ccc2nc(NC(=O)c3cc([N+](=O)[O-])ccc3N3CCOCC3)sc2c1 | -15 | 0 | 4 | 10 | -4 | 2 | -5 | -8 | 0.2
O=C1CSC(c2cn(-c3ccccc3)nc2-c2cc3ccccc3oc2=O)N1Cc1ccccc1 (stereo not given) | -13 | -14 | -1 | 1 | -4 | 18 | 3 | -5 | 0.1
O=C(c1ccco1)N1CCN(S(=O)(=O)c2ccc(Br)cc2)CC1 | -5 | -6 | 0 | -1 | -2 | -8 | 7 | 3 | 5.9
N=c1c(C(=O)NC2CCCCC2)cc2c(=O)n3ccccc3nc2n1Cc1ccccc1 | -32 | -6 | 1 | 21 | -4 | -4 | -19 | -10 | 0.0
COC(=O)C1CCCCN1C(=O)c1cc(COc2cccc3cnccc23)on1 (stereo not given) | 54* | -16 | 10 | -22 | 1 | 11 | 43* | 28* | 15*
